Source: PubChem
EBI2 antag = EBI2 receptor antagonists, beta-arrestin recruitment, primary screen, cell-based, luminescence, 7a,25-OHC stimulation, uHTS; G-protein coupled receptor 183 (Homo sapiens), P32249; 7a,25-OHC stimulated; inhibition, % at 5 µM; 360,000 compounds, 0.81% hits; AID 651636, 2012; in the data active = inhibition above about 38%;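 note: enzyme fragment complementation signal reports receptor beta-arrestin coupling in cells; 0% = agonist plus DMSO wells and 100% = wells without agonist; some results beyond the cut were filed as inactive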
Target sequence (P32249 whole entry, looked up, the tested form may be a part): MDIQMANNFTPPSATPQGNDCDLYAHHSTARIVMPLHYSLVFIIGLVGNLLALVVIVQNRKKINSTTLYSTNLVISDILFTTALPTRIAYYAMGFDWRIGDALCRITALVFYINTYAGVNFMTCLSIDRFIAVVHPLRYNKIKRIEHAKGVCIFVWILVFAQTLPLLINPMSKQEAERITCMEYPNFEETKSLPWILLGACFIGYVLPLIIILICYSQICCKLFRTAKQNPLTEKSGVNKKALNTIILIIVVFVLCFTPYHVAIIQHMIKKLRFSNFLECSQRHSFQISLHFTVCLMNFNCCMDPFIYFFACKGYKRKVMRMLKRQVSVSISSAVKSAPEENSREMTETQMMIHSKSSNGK
CCR6 antagonist = CCR6 receptor antagonists, primary screen, cell-based, CHO-K1, luminescence, beta-arrestin, uHTS. C-C chemokine receptor type 6 (Homo sapiens), P51684. CHO-K1 CCR6 PathHunter beta-arrestin, CCL20-stimulated. inhibition, % at 20 µM. 340,000 compounds, 0.49% hits. AID 493098, 2011;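 active = compounds whose inhibition of the agonist-driven luminescence signal at 20 µM reaches about 50%, limit read from the data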;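 note: cells stimulated with CCL20 at 14 nM final; plate controls were DMSO with CCL20 for no effect and DMSO without agonist for full effect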
CXCR6 block = CXCR6 receptor inhibitors, primary screen, cell-based, beta-arrestin, luminescence, CHO-K1 PathHunter, 1536-well; 360,000 compounds, 0.36% hits; inhibition, % at 20 µM; AID 602244, 2012; C-X-C chemokine receptor type 6 (Homo sapiens), O00574; in the data active = inhibition above about 34%, passing the limit was not always enough;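 note: antagonist mode with CXCL16 agonist at 10 nM final; 0% = 10 nM CXCL16 with DMSO and 100% = unstimulated wells without agonist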
APJ antagonist = antagonists of human apelin receptor APJ, primary screen, CHO-K1 cells, beta-arrestin complementation, luminescence; AID 2521, 2010; 330,000 compounds, 0.32% hits; P35414; inhibition, % at 20 µM;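 active = inhibition above about 40% at 20 µM, limit read from the data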;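 note: cells challenged with 10 nM apelin-13 agonist together with compound; plate controls were apelin-13 plus DMSO wells for no effect and DMSO wells lacking apelin-13 for full effect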
ATG4B inhibitor = ATG4B protease inhibitors, primary screen, biochemical, fluorescence, uHTS; Cysteine protease ATG4B (Homo sapiens), Q9Y4P1; ATG4B cleavage of LC3-PLA2, NBD-HPC fluorescence, 1 h; inhibition, % at 8.33 µM; 340,000 compounds, 0.51% hits; in the data active = inhibition above about 40%
Target sequence (Q9Y4P1 whole entry, looked up): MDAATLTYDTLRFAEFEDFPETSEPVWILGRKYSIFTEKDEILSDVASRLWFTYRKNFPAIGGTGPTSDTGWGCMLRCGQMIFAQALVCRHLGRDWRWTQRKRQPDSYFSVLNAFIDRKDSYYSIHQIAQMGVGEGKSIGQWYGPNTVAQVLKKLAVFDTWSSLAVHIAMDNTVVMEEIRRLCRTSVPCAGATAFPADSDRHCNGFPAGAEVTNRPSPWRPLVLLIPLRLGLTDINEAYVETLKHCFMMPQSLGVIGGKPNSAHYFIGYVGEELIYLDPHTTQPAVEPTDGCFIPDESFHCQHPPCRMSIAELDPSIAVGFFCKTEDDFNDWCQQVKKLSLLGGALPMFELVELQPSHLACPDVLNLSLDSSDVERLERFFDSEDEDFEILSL
APJ agonist = agonists of human apelin receptor APJ, primary screen, CHO-K1 cells, PathHunter beta-arrestin, luminescence | P35414 | 0% DMSO wells, 100% apelin | activation, % at 20 µM | 330,000 compounds, 0.11% hits | AID 2520, 2010;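 active = activation more than six SD over the plate average, tested at 20 µM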;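 note: 0% = DMSO alone and 100% = apelin-13 at 10 nM; some results filed as inactive read as strong as hits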
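assay system = CHO-K1 APJ beta-arrestin complementation cell line | input = cell density 1000 per well | dosing = compound 20 µM once, DMSO 1% | timing = compound 90 min 25 °C, reagent 1 h | measured by = luminescence from split beta-galactosidase complementation, Galacton Star/Emerald II substrate | read-out basis = APJ agonist activity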
Gli-Sufu block = Gli-Sufu pathway antagonists, primary screen, luciferase luminescence, Sufu-KO-LIGHT cells, uHTS. Sufu-KO-LIGHT fibroblasts, Gli luciferase reporter luminescence. inhibition, % at 5 µM. 340,000 compounds, 0.74% hits. AID 588413, 2011;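 active = inhibition above about 55%, limit read from the data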;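 note: 0% = DMSO-treated cells and 100% = wells with medium but no cells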
UBC13 polyUb = UBC13 polyubiquitin chain formation inhibitors, primary screen, biochemical, TR-FRET, uHTS; AID 485273, 2010; inhibition, % at 20 µM; 330,000 compounds, 0.47% hits; Ubiquitin-conjugating enzyme E2 N (Homo sapiens), P61088; in the data active = inhibition above about 45%, passing the limit was not always enough
Target sequence (P61088 whole entry, looked up): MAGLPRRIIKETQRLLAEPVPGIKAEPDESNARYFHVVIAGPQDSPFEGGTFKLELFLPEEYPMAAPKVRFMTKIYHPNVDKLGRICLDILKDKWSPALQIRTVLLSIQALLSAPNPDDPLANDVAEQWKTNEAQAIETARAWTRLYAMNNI
The depositor's hits bear a star.

Results for O=C(CN(C(=O)c1cccc([N+](=O)[O-])c1)C1CCCCC1)Nc1ccc(Cl)c([N+](=O)[O-])c1 ?
EBI2 antag: 29; CCR6 antagonist: 26; CXCR6 block: 6; APJ antagonist: 13; ATG4B inhibitor: 1; APJ agonist: -3; Gli-Sufu block: 13; UBC13 polyUb: -14

What do the screens show for `O=C(Cc1ccc(Cl)cc1)NCc1ccccc1Cl`?
EBI2 antag: -2; CCR6 antagonist: -4; CXCR6 block: -8; APJ antagonist: 2; ATG4B inhibitor: 15; APJ agonist: -3; Gli-Sufu block: -36; UBC13 polyUb: 5

What do the screens show for `CCOC(=O)c1cnn(-c2cc(Oc3cccc(C)c3)ncn2)c1N`?
EBI2 antag: -3; CCR6 antagonist: -1; CXCR6 block: -4; APJ antagonist: 12; ATG4B inhibitor: 0; APJ agonist: -1; Gli-Sufu block: -16; UBC13 polyUb: -4

What do the screens show for `Cc1ccc(S(=O)(=O)N2CCN(C(=O)COC(=O)CNC(=O)c3ccc(Cl)cc3Cl)CC2)c(C)c1`?
EBI2 antag: -5; CCR6 antagonist: -2; CXCR6 block: 3; ATG4B inhibitor: -10; Gli-Sufu block: -3

What do the screens show for `Cc1ccc(NC(=O)OCC(F)(F)C(F)F)cc1NC(=O)OCC(F)(F)C(F)F`?
EBI2 antag: -12; CCR6 antagonist: -13; CXCR6 block: 1; APJ antagonist: 7; ATG4B inhibitor: 0; APJ agonist: -1; Gli-Sufu block: 6; UBC13 polyUb: -7

What do the screens show for `CCOC(=O)c1ccc(NC(=O)C(=O)NCc2ccc(/C=C(/C#N)C(=O)NCCOC)o2)cc1`?
EBI2 antag: -4; CCR6 antagonist: 6; CXCR6 block: -8; APJ antagonist: -16; ATG4B inhibitor: 3; APJ agonist: 6; Gli-Sufu block: 1; UBC13 polyUb: -8

What do the screens show for `Cc1ccc(NC(=O)COC(=O)CCCC2=NS(=O)(=O)c3ccccc3N2)cc1C`?
EBI2 antag: -3; CCR6 antagonist: -3; CXCR6 block: -9; APJ antagonist: 3; ATG4B inhibitor: -12; APJ agonist: 1; Gli-Sufu block: -28; UBC13 polyUb: -2

What do the screens show for `O=C(O)COc1ccccc1/C=N/NC(=O)CNC(=O)c1ccco1`?
EBI2 antag: -3; CCR6 antagonist: -2; CXCR6 block: 3; APJ antagonist: -10; ATG4B inhibitor: -5; APJ agonist: -4; Gli-Sufu block: -20; UBC13 polyUb: -6

How did COc1ccc2cc(C(=O)NCC3CCCO3)[nH]c2c1 (centres undefined) do in these assays?
EBI2 antag: 6; CCR6 antagonist: 10; CXCR6 block: 5; APJ antagonist: 10; ATG4B inhibitor: 4; APJ agonist: -5; Gli-Sufu block: -11; UBC13 polyUb: -1

What do the screens show for `COc1ccc2nc(NC(=O)CSc3nnnn3C)sc2c1`?
EBI2 antag: 5; CCR6 antagonist: 24; CXCR6 block: 3; APJ antagonist: -6; ATG4B inhibitor: -2; APJ agonist: -1; Gli-Sufu block: -62; UBC13 polyUb: -14

Results for O=C(CN1CCN(CC(=O)Nc2ccccc2C(F)(F)F)CC1)Nc1ccccc1F ?
EBI2 antag: -5; CCR6 antagonist: -2; CXCR6 block: -1; APJ antagonist: 13; ATG4B inhibitor: -4; APJ agonist: -1; Gli-Sufu block: -3; UBC13 polyUb: 10

How did COc1cc(OC)cc(-c2nnc(SCC(=O)N3CCCCC3)o2)c1 do in these assays?
EBI2 antag: 5; CCR6 antagonist: 18; CXCR6 block: -1; APJ antagonist: -1; ATG4B inhibitor: -5; APJ agonist: -3; Gli-Sufu block: -3; UBC13 polyUb: 7

How did COc1cccc(OCCCN2CCN(S(=O)(=O)c3ccc(NC(C)=O)cc3)CC2)c1 do in these assays?
EBI2 antag: -5; CCR6 antagonist: -6; CXCR6 block: -4; APJ antagonist: -16; ATG4B inhibitor: -20; APJ agonist: 2; Gli-Sufu block: 9; UBC13 polyUb: 5

How did CCOC(=O)N1CCN(c2nc3ccccc3nc2C(C#N)S(=O)(=O)c2ccc(C)cc2)CC1 (centres undefined) do in these assays?
EBI2 antag: 12; CCR6 antagonist: -2; CXCR6 block: 10; APJ antagonist: 8; ATG4B inhibitor: -4; APJ agonist: 2; Gli-Sufu block: -1; UBC13 polyUb: -24

What do the screens show for `CN1C=C/C(=C\c2cc[n+](C)c3ccccc23)c2ccccc21`?
EBI2 antag: -14; CCR6 antagonist: -8; CXCR6 block: 8; ATG4B inhibitor: 3; Gli-Sufu block: 77*

What do the screens show for `O=C(O)CC(c1ccccc1)N1C(=O)c2ccccc2C1=O` (centres undefined)?
EBI2 antag: 2; CCR6 antagonist: -5; CXCR6 block: 2; APJ antagonist: -13; ATG4B inhibitor: 9; APJ agonist: -1; Gli-Sufu block: -2; UBC13 polyUb: -8

What do the screens show for `O=C(CSc1ncccn1)NC(=O)NCc1ccco1`?
EBI2 antag: -12; CCR6 antagonist: 4; CXCR6 block: 1; APJ antagonist: -6; ATG4B inhibitor: -8; APJ agonist: -1; Gli-Sufu block: -6; UBC13 polyUb: 1

Results for Cc1cccc(CSCCNC(=O)c2ccc(N(C)S(=O)(=O)c3ccccc3)cc2)c1 ?
EBI2 antag: 1; CCR6 antagonist: 17; CXCR6 block: -5; APJ antagonist: 10; ATG4B inhibitor: 5; APJ agonist: 12; Gli-Sufu block: -6; UBC13 polyUb: -3

Results for CC(=O)Nc1ccc(OCC(=O)NCc2ccc3c(c2)OCO3)cc1 ?
EBI2 antag: 3; CCR6 antagonist: 8; CXCR6 block: -5; APJ antagonist: 3; ATG4B inhibitor: 0; APJ agonist: -3; Gli-Sufu block: -1; UBC13 polyUb: 14

What do the screens show for `CC(=O)N=C(N)Sc1nc2ccccc2[nH]1`?
EBI2 antag: 6; CCR6 antagonist: -1; CXCR6 block: -6; APJ antagonist: -15; ATG4B inhibitor: -8; APJ agonist: -3; Gli-Sufu block: -78; UBC13 polyUb: 1

The list goes on; the last 2 above are carried over.
Results for CC(=O)Nc1ccc(OCC(=O)NCc2ccc3c(c2)OCO3)cc1 ?
EBI2 antag: 3; CCR6 antagonist: 8; CXCR6 block: -5; APJ antagonist: 3; ATG4B inhibitor: 0; APJ agonist: -3; Gli-Sufu block: -1; UBC13 polyUb: 14

What do the screens show for `CC(=O)N=C(N)Sc1nc2ccccc2[nH]1`?
EBI2 antag: 6; CCR6 antagonist: -1; CXCR6 block: -6; APJ antagonist: -15; ATG4B inhibitor: -8; APJ agonist: -3; Gli-Sufu block: -78; UBC13 polyUb: 1

How did C=CCNC(=O)N1CCCC(N2CCN(c3ccccc3OC)CC2)C1 (centres undefined) do in these assays?
EBI2 antag: 3; CCR6 antagonist: 7; CXCR6 block: -1; APJ antagonist: 18; ATG4B inhibitor: -2; APJ agonist: -1; Gli-Sufu block: 0; UBC13 polyUb: 2

What do the screens show for `CC(C)c1ccc(N(CC(=O)Nc2ccc(S(=O)(=O)N3CCOCC3)cc2)S(C)(=O)=O)cc1`?
EBI2 antag: 0; CCR6 antagonist: 7; CXCR6 block: -4; APJ antagonist: -17; ATG4B inhibitor: -17; APJ agonist: -2; Gli-Sufu block: 4; UBC13 polyUb: -1

Results for COc1ccc(OC)c(N(CC(=O)NCc2ccccc2)S(=O)(=O)c2ccc(OC)c(OC)c2)c1 ?
EBI2 antag: 4; CCR6 antagonist: 12; CXCR6 block: 0; APJ antagonist: -12; ATG4B inhibitor: 9; APJ agonist: -1; Gli-Sufu block: -12; UBC13 polyUb: -10

Results for COc1ccccc1CNC(=O)c1ccc2c(=O)n(CCCN3CCCC3=O)c(=S)[nH]c2c1 ?
EBI2 antag: 3; CCR6 antagonist: 0; CXCR6 block: -12; APJ antagonist: -15; ATG4B inhibitor: 8; APJ agonist: -3; Gli-Sufu block: -4; UBC13 polyUb: 46*

How did Cc1occc1C(=O)Nc1sc2c(c1C(N)=O)CCCCC2 do in these assays?
EBI2 antag: -16; CCR6 antagonist: 11; CXCR6 block: 4; APJ antagonist: -11; ATG4B inhibitor: -8; APJ agonist: -4; Gli-Sufu block: -24; UBC13 polyUb: -7

How did C/C(N)=C(/C#N)C(=O)COC(=O)c1ccncc1 do in these assays?
EBI2 antag: 4; CCR6 antagonist: 1; CXCR6 block: 4; APJ antagonist: -2; ATG4B inhibitor: -7; APJ agonist: -1; Gli-Sufu block: 95*; UBC13 polyUb: -9

How did COC(=O)CSc1ncc(C#N)c(N)n1 do in these assays?
EBI2 antag: -3; CCR6 antagonist: 12; CXCR6 block: 0; APJ antagonist: -4; ATG4B inhibitor: -1; APJ agonist: -3; Gli-Sufu block: -2; UBC13 polyUb: -1

Results for CCOC(=O)c1c(C)[nH]c(C(=O)COC(=O)CCNS(=O)(=O)c2ccc(NC(C)=O)cc2)c1C ?
EBI2 antag: -4; CCR6 antagonist: 4; CXCR6 block: -1; APJ antagonist: 15; ATG4B inhibitor: -9; APJ agonist: 1; Gli-Sufu block: -5; UBC13 polyUb: 10

What do the screens show for `Cc1ccc(NCCCn2cnc(C(=O)Nc3ccc(C)c(C)c3)n2)cc1C`?
EBI2 antag: 7; CCR6 antagonist: 10; CXCR6 block: -5; ATG4B inhibitor: -5; Gli-Sufu block: -5

What do the screens show for `COc1cccc(NC(=O)CCSc2ccc(C)cc2)c1`?
EBI2 antag: -20; CCR6 antagonist: -5; CXCR6 block: -2; APJ antagonist: -12; ATG4B inhibitor: 1; APJ agonist: -3; Gli-Sufu block: -5; UBC13 polyUb: 6

Results for CCSc1nnc(NC(=O)c2ccc(F)c(S(=O)(=O)N3CCOCC3)c2)s1 ?
EBI2 antag: -7; CCR6 antagonist: 3; CXCR6 block: -1; APJ antagonist: -3; ATG4B inhibitor: 4; APJ agonist: -3; Gli-Sufu block: 7; UBC13 polyUb: 5

What do the screens show for `Cc1cc(C)c(NC(=O)c2ccc3c(c2)CCN3S(C)(=O)=O)c(C)c1`?
EBI2 antag: 4; CCR6 antagonist: 6; CXCR6 block: -6; APJ antagonist: 12; ATG4B inhibitor: -4; APJ agonist: -1; Gli-Sufu block: 2; UBC13 polyUb: 0

How did CC[C@H](C)/C=C(C)/C=C/C1=CC2=CC(=O)[C@]3(C)OC(=O)[C@@H](C(C)=O)[C@@H]3C2=CO1 do in these assays?
EBI2 antag: 3; CCR6 antagonist: 21; CXCR6 block: -10; APJ antagonist: -57; ATG4B inhibitor: -10; APJ agonist: -1; Gli-Sufu block: -3; UBC13 polyUb: -22

Results for COc1ccc(/C=C/C(=O)NCc2cn(C)nc2C)cc1COc1ccc(Br)cc1 ?
EBI2 antag: 31; CCR6 antagonist: 9; CXCR6 block: 13; APJ antagonist: -22; ATG4B inhibitor: -7; APJ agonist: -5; Gli-Sufu block: 1; UBC13 polyUb: 5

Three entries picked at random from the list so far:
How did C/C(N)=C(/C#N)C(=O)COC(=O)c1ccncc1 do in these assays?
EBI2 antag: 4; CCR6 antagonist: 1; CXCR6 block: 4; APJ antagonist: -2; ATG4B inhibitor: -7; APJ agonist: -1; Gli-Sufu block: 95*; UBC13 polyUb: -9

How did CC[C@H](C)/C=C(C)/C=C/C1=CC2=CC(=O)[C@]3(C)OC(=O)[C@@H](C(C)=O)[C@@H]3C2=CO1 do in these assays?
EBI2 antag: 3; CCR6 antagonist: 21; CXCR6 block: -10; APJ antagonist: -57; ATG4B inhibitor: -10; APJ agonist: -1; Gli-Sufu block: -3; UBC13 polyUb: -22

What do the screens show for `COc1cccc(NC(=O)CCSc2ccc(C)cc2)c1`?
EBI2 antag: -20; CCR6 antagonist: -5; CXCR6 block: -2; APJ antagonist: -12; ATG4B inhibitor: 1; APJ agonist: -3; Gli-Sufu block: -5; UBC13 polyUb: 6
